High-throughput results: PubChem, National Center for Advancing Translational Sciences (NCATS)
BRCT PPI red – disrupts BRCA1 BRCT binding to phosphoprotein, red fluorophore readout | Potency, µM (doses to about 76.9 µM), inactives show at the highest dose activity change, negative = inhibition, most hits filed as inhibitors | BRCT-phosphopeptide binding, red fluorescence polarization | P38398 | 75,000 tested, 0.03% active; further: on the % scale 0 is the no-effect control and ±100 the full control effect
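Rhodamine-labelled pBACH1 10-mer (100 nM) bound to BRCT domain (100 nM) at pH 7.3; compounds incubated 12 min room temperature, polarization read. Free peptide defines full inhibition; unlabelled decapeptide titrated as control.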
TexasRed autofl – compound fluoresces in the Texas Red spectral region; Compound fluorescence, Texas Red channel, 547/618 nm; active compounds read high; max dye-equivalent concentration, M; 59,000 tested, 0.06% active; in the data active means max dye-equivalent concentration above about 10 nM; inconclusive means between about 1.1 nM and that limit
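Compound fluorescence was read after 15 min at room temperature in 100 mM Tris, pH 8.0, using 547 nm excitation and 618 nm emission across a concentration series. It was expressed as Texas Red dye-equivalent concentration from an on-plate standard curve.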
HEK293 cAMP ctrl – raises cAMP in parental HEK293 cells, TSHR agonist counter-screen | Potency, µM (series often up to 57.1 µM), for the others: at the highest dose activation, most hits filed as activators | 73,000 tested, 2.5% active | parental HEK293 CNG cAMP sensor, membrane potential fluorescence; further: potency means the concentration at half of the fitted maximal effect; % of control where 0% means no effect; nearly all actives have a fitted effect of over 55% in size
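Counterscreen for endogenous-receptor signalling: CNG-channel HEK 293 cells report cAMP rise by membrane depolarization. After 60 min dye equilibration with 100 uM RO 20-1724, compounds incubated 30 min before bottom-read fluorescence at 590 nm.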
Caspase-1 inhib – caspase-1 (human) inhibition, allosteric or competitive | P29466 | Caspase-1 enzyme, Ac-WEHD-AFC fluorogenic rate | Potency, µM (highest dose often 57.5 µM), for the others: at the top dose activity change, negative = inhibition, most hits filed as inhibitors | 75,000 tested, 0.03% active | AID 900;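 further: potency means the concentration at half of the fitted maximal effect; plate controls were vehicle for no effect and no substrate for full effect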
BRCT PPI green – blocks human BRCA1 BRCT binding to phosphopeptide, green readout; 75,000 tested, 0.05% active; P38398; BRCA1 BRCT-phosphopeptide binding, green fluorescence polarization; Potency, µM (highest dose often 76.9 µM), inactives show at the top dose activity change, negative = inhibition, usual class: inhibitors;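 further: potency means the concentration at half of the fitted maximal effect; plate controls were peptide without protein for full effect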
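Fluorescence polarization: His-tagged BRCT (~35 kDa BRCA1 C-terminus, 250 nM) bound to 100 nM fluorescein-labeled phosphorylated 10-aa BACH1 peptide, pH 7.3 phosphate buffer with DTT and Tween 20. Compounds incubated 12 min at room temperature; inhibition read as lowered polarization.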
Fluorescein fluor – compound fluoresces in the fluorescein spectral region; 59,000 tested, 0.91% active; max fluorescein-equivalent concentration, M; Compound autofluorescence, 480/540 nm, fluorescein-equivalent; active compounds read high; in the data active means max fluorescein-equivalent concentration above about 10 nM; inconclusive means between about 1.1 nM and that limit
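Fluorescein stocks ranging 3 mM down to 300 nM, plus DMSO blanks, were pinned alongside compounds to build a per-plate standard curve. Buffer: 100 mM Tris, pH 8.0. Incubation 15 min, room temperature; filters 480/540 nm.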
Casp7 inh – caspase-7 (human) inhibition, allosteric or competitive; AID 889; Potency, µM (highest dose often 57.5 µM), for the others: at the top dose activity change, negative = inhibition, actives largely listed as inhibitors; P55210; recombinant caspase-7, Ac-DEVD-AFC fluorescence rate; 75,000 tested, 0.02% active; active means well fitted inhibition curve with a large enough effect in the main read-out, with a control signal flat, not every such curve was filed as active; inconclusive means small, poorly fitted or top-dose-only effect, or a change in a side signal; further: potency means the concentration at half of the fitted maximal effect; % of control where 0% means no effect
Rhodamine fluor – compound autofluorescence in rhodamine spectral region; Rhodamine-region fluorescence, 547/598 nm, Tris buffer; active compounds read high; max dye-equivalent concentration, M; 59,000 tested, 0.05% active; in the data active means max dye-equivalent concentration above about 11 nM; inconclusive means between about 1.1 nM and that limit
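Compound fluorescence in 100 mM Tris, pH 8.0, read after 15 min at room temperature with 547 nm excitation and 598 nm emission. Output is dye-equivalent concentration from an on-plate rhodamine standard series.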
A350 fluor – compound fluoresces in the Alexa 350 spectral region; Compound autofluorescence, 340/450 nm, Alexa 350 dye-equivalents; active compounds read high; max dye-equivalent concentration, M; 59,000 tested, 11% active; in the data active means max dye-equivalent concentration above about 10 nM; inconclusive means mostly about 1.1 nM to 9.6 nM
4-MU autofl – 4-MU region autofluorescence; max dye-equivalent concentration, M; compound autofluorescence, 340/450 nm, 4-MU equivalents; active compounds read high; 59,000 tested, 11% active; AID 589; in the data active means max dye-equivalent concentration above about 10 nM; inconclusive means mostly about 1.1 nM to 9.6 nM
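Compounds in 100 mM Tris, pH 8.0, sat 15 min at room temperature before fluorescence was read at 340 nm excitation/450 nm emission; a per-plate six-point 4-MU standard curve converted signals to dye-equivalent concentration at each compound concentration.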
USP2a inhib – USP2a (human) protease inhibition; 60,000 tested, 0.1% active; Potency, µM (series often up to 38.3 µM), for the others: top-dose activity change, negative = inhibition, usual class: inhibitors; USP2a enzymatic assay, qHTS inhibition; AID 927;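 further: potency means the concentration at half of the fitted maximal effect; nearly all actives have a fitted effect of over 60% in size; plate controls were DMSO for no effect and NEM full inhibition control for full effect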
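20 nM USP2 core + cpd, 30 min RT; add 20 nM Ub-PLA2/20 uM NBD C6-HPC; read Ex460/Em535 at 0 h and 2.5 h. Normalized to NEM; qHTS curve fit/classification.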
* = called active by the depositor; i = inactive; ? = inconclusive; nt = no result given; [ ] = another dose, or the depositor's remark. Unless noted, the call rests on the fitted dose curve; in most records, active means well fitted curve in the direction sought with a large enough effect; inconclusive means small, poorly fitted or top-dose-only effect, or another doubt; inactive means no such curve, though single readings can be large; an effect the other way counts as inactive or inconclusive.

SMILES	BRCT PPI red	TexasRed autofl	HEK293 cAMP ctrl	Caspase-1 inhib	BRCT PPI green	Fluorescein fluor	Casp7 inh	Rhodamine fluor	A350 fluor	4-MU autofl	USP2a inhib
Cc1nn(-c2ccccc2)c2sc(C(=O)N(Cc3ccco3)C(C)C(=O)NC(C)(C)C)cc12 (stereo unspecified)	0.8%	i	11%	-3%	-1.5%	i	-3%	i	i	i	11%
CCc1ccc(NC(=O)CSc2nc3c(c(=O)n(C)c(=O)n3C)n2C)cc1	2.0%	nt	0%	0%	0.9%	nt	-1%	nt	nt	nt	nt
O=C(c1ccc(COc2c(F)c(F)c(F)c(F)c2F)o1)N1CCOCC1	0.9%	i	20%	1%	-0.1%	i	2%	i	i	i	7%
Cc1ccc(SCCNS(=O)(=O)c2ccc3c(c2)OCCO3)cc1	-1.6%	?	13%	-3%	3.2%	i	-2%	i	i	i	3%
CN(C)S(=O)(=O)c1ccc2c(c1)c(=O)c(C(=O)NCCCN1CCCCCC1)cn2C	-2.2%	nt	4%	-6%	10%	nt	-3%	nt	nt	nt	nt
CCOCC(=O)Nc1nnc(C2CCCCC2)s1	0.4%	i	5%	2%	-1.6%	i	0%	i	i	i	-14%
O=C(O)C1C2C=CC(C2)C1C(=O)NCc1ccc2c(c1)OCO2 (stereo unspecified)	-0.6%	nt	12%	0%	-1.6%	nt	-1%	nt	nt	nt	-3%
CCCCC(CC)CNC(=O)c1ccc2c(c1)OCO2 (stereo unspecified)	-2.4%	nt	4µM*	-1%	-0.2%	nt	0%	nt	nt	nt	0%[7.66 µM]
Cc1ccc(NC(=O)CSc2nc3nc(C)cc(C)c3c(=O)[nH]2)cc1	-3.1%	?	30%	0%	-0.9%	i	-2%	i	i	i	8%
O=S(=O)(c1ccccc1)N1CCC2(CCN(c3cccc(-c4ccccc4)c3)CC2)CC1	-0.7%	i	14%	-1%	2.4%	i	-2%	i	i	i	119%[activator]
O=P(O)(c1ccccc1)c1ccccc1O	nt	i	nt	nt	nt	i	nt	i	i	i	nt
O=C(Nn1cnnc1)c1cc2c(s1)CCCCC2	1.9%	?	-1%	0%	0.7%	i	0%	i	i	i	14%
COc1c(Br)cc(Br)cc1/C=N/n1c(C)nnc1C	-2.2%	i	24%	-2%	-7.0%	?	-4%	i	?	?	-12%
Cc1ccc2c(c1)CCCN2C(=O)Nc1ccc2c(c1)OCO2	-0.6%	i	3%	-4%	-4.0%	?	-6%	i	i	i	3%
CCOc1ccc(NC(=O)CN2CCN(CC(=O)c3ccc(OC)c(OC)c3)CC2)cc1	-2.0%	i	8%	0%	2.0%	?	-1%	i	i	i	24%
Cc1cc(NC(=O)C2=C(O)c3ccccc3S(=O)(=O)N2C)no1	-1.2%	i	0%[25.6 µM]	1%	-1.3%[3.08 µM]	?	0%	i	?	?	33%[activator]
N#Cc1cccc(-c2cc(-n3ccnc3)ncn2)c1	-0.8%	i	27%	1%	-0.6%	?	1%	i	?	?	-8%
CCOC(=S)SCC(=O)O	0.5%[15.4 µM]	i	7%[11.4 µM]	-3%[11.5 µM]	-1.1%[15.4 µM]	?	0%[11.5 µM]	i	i	i	nt
Cc1nc(-c2ccc(S(=O)(=O)N3CCCCCC3)cc2)cs1	1.0%	nt	?	-4%	2.8%	nt	-3%	nt	nt	nt	7%
Cc1sc2ncn(CCn3cnc4sc(C)c(C)c4c3=O)c(=O)c2c1C	0.6%	i	6%	-1%	3.7%	i	-4%	i	i	i	43%[activator]
CN1CCN(c2ncc3ncc(=O)n(Cc4cccs4)c3n2)CC1	-0.4%	i	13%	-14%	1.2%	i	-2%	i	?	i	26%
CCOC(=O)CSc1nnc(CNC(=O)c2cccs2)n1Cc1ccccc1	1.3%	i	2%	0%	-2.2%	?	0%	i	?	i	3%
Cc1ccc(-n2c(N)c(C(=O)N3CCN(C)CC3)sc2=S)cc1	0.8%	i	-4%	1%	-0.3%	i	0%	i	i	i	1%
CC1CCCCN1C(=O)CSc1nc2cc3c(cc2c(=O)n1Cc1ccc2c(c1)OCO2)OCO3 (stereo unspecified)	0.8%	i	27%	1%	-1.9%	i	-1%	i	?	i	36%[activator]
COCc1cc(C)nc(SCC(=O)Nc2ccc3c(c2)OCO3)c1C#N	-0.2%	?	2%	0%	1.1%	i	-1%	i	i	i	11%
Cc1cccc(-n2ncc3c(NCCN4CCOCC4)ncnc32)c1	nt	i	nt	nt	nt	i	nt	i	i	i	nt
CCc1c(C)nc(N2CCN(Cc3ccccc3)CC2)[nH]c1=O	-0.3%	i	20%	-3%	0.6%	i	-4%	i	i	i	2%
CCOc1cc(C(=O)Nc2cc(C)on2)cc(OCC)c1OCC	-1.7%	?	18%	0%	1.0%	i	-1%	i	i	i	6%
COc1ccccc1CNC(=O)C1CCCN1S(=O)(=O)c1cccc2cccnc12 (stereo unspecified)	-0.9%	nt	1%	-2%	0.8%	nt	-3%	nt	nt	nt	nt
COc1ccc(NCc2cc3ccccc3[nH]c2=O)cc1	nt	?	nt	nt	nt	i	nt	i	1.1e-08M*	?	nt
CC(C)CO/N=C1/C[C@@H](O)[C@@H](O)[C@@H]2[C@@H]3C(=O)N(Cc4ccccc4)C(=O)[C@H]3CC[C@@H]12	1.4%[15.4 µM]	nt	-4%[11.4 µM]	1%[11.5 µM]	-0.2%[15.4 µM]	nt	0%[11.5 µM]	nt	nt	nt	nt
Cc1cccc2cc(COC(=O)C3CCCCC3)c(=O)[nH]c12	-0.5%	i	21%	-6%	-2.3%	?	-4%	i	1.4e-07M*	1.1e-07M*	2%
COc1ccc(N2CCN(Cc3cc(=O)oc4ccc(Cl)cc34)CC2)cc1	-1.1%	?	5%	3%	-0.5%	i	-1%	i	i	i	13%
COc1cccc(/C=N/n2c(C)c3c(C)nnc(C)c3c2C)c1O	-0.3%	i	23%	-1%	-1.2%	i	-2%	i	i	i	-26%
O=C1c2ccccc2NC(c2ccc3c(c2)OCO3)N1O (stereo unspecified)	0.1%	i	-3%	1%	-1.7%	i	2%	i	?	?	-1%
O=C(CC(Nc1ccc(F)cc1)C(=O)O)c1ccccc1 (stereo unspecified)	0.2%	?	13%	-3%	3.3%	i	-4%	i	i	i	12%
O=C(NC1CCCC1)c1cccnc1N1CCCCCC1	-1.1%	i	21%	2%	-1.7%	i	1%	i	i	i	-4%
CCOC(=O)CSc1nnc(-c2ccc(Cl)cc2Cl)o1	0.0%	i	?	-3%	-3.6%	i	2%	i	i	i	-1%
CCCc1nnc(NC(=O)Nc2ccccc2OC)s1	nt	i	nt	nt	nt	?	nt	i	i	i	nt
OCCNc1ncnc2c1ncn2Cc1ccccc1	-1.9%	i	8%	1%	-0.4%	?	-2%	i	?	i	-5%
CCn1c(SCC(=O)Nc2ccc(S(=O)(=O)Nc3ccccn3)cc2)nnc1-c1ccncc1	-3.1%	i	-2%	-1%	0.0%	?	1%	i	?	?	7%
COC(=O)c1nc2n(n1)C(c1cc(OC)ccc1OC)C(C(=O)OC1CCCCC1)=C(C)N2 (stereo unspecified)	0.3%	?	16%	-8%	3.3%	i	-4%	i	i	i	34%[activator]
O/N=C1\CCC\C1=C/c1ccco1	-0.5%	i	-1%	-17%	2.6%	?	-2%	i	?	i	-11%
O=C(CCCN1CCOCC1)c1ccc2c(c1)OCCO2	-1.6%	i	8%	1%	-4.4%	?	-1%	i	i	i	13%
CC(C)Nc1nc(NC(C)C)nc(N(C)C#N)n1	-2.8%	i	2%	1%	-1.0%	i	1%	i	i	i	nt
COCCN(C(=O)c1csnn1)C(C(=O)NC(C)(C)C)c1cccc(OC)c1 (stereo unspecified)	0.6%	i	14%	2%	-1.6%	?	2%	i	i	i	0%
O=C(Nc1cccc2ncccc12)c1cc2ccccc2o1	0.6%	i	8%	-2%	-1.3%	?	2%	i	i	i	12%
COc1cccc(-c2cncnc2Nc2ccc(F)cc2)c1	2.1%	i	-2%	-2%	0.4%	?	-3%	i	i	i	38%[activator]
CC(=O)Nc1ccc(S(=O)(=O)N(C2=NCC(C)S2)c2ccccc2)cc1 (stereo unspecified)	-2.4%	?	8%	2%	-0.4%	i	-1%	i	i	i	33%[activator]
COc1ccc(C(=O)COC(=O)CCCn2c(=O)oc3ccccc32)cc1	1.0%	i	16%	-1%	0.1%	i	-2%	i	i	i	8%
CC1(C)CC(=O)CC(=NCC(=O)O)C1	3.7%	nt	14%	-14%	-0.6%	nt	-14%	nt	nt	nt	-7%
COc1cccc(CNC(=O)Cn2cc3c(n2)CCCC3)c1	0.1%	nt	1%	-1%	-1.6%	nt	1%	nt	nt	nt	nt
COC(=O)c1cn(NC(=O)c2cccc(N(C)C)c2)c(=O)c2ccccc12	-0.7%	i	15%	-5%	-0.9%	i	0%	i	i	i	10%

Reformatted as comma-separated lines: part of the list above.
canonical_smiles,BRCT PPI red,TexasRed autofl,HEK293 cAMP ctrl,Caspase-1 inhib,BRCT PPI green,Fluorescein fluor,Casp7 inh,Rhodamine fluor,A350 fluor,4-MU autofl,USP2a inhib
O=C(CCCN1CCOCC1)c1ccc2c(c1)OCCO2,-1.6%,i,8%,1%,-4.4%,?,-1%,i,i,i,13%
COC(=O)c1nc2n(n1)C(c1cc(OC)ccc1OC)C(C(=O)OC1CCCCC1)=C(C)N2 (stereo unspecified),0.3%,?,16%,-8%,3.3%,i,-4%,i,i,i,34%[activator]

Only part of the results is shown. The share of hits here may be higher or lower than overall.
